FBW7 act: human FBW7 E3 ligase activation, primary screen; AlphaScreen FBW7–phospho-cyclin E peptide binding, activator screen; normalized activity (activation), % at 26.1 µM; 650,000 compounds, 0.13% hits; in the data active = normalized activity above about 1.9%;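 note: purified mutant Fbw7 with reduced substrate affinity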
GPR151 ag: activators of human GPR151; Q8TDV0; PathHunter beta-arrestin GPR151 cells, luminescence; activation, % at 11.2 µM; 650,000 compounds, 1% hits; AID 1508602; in the data active = activation above about 4.9%;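 note: 0% = median of compound wells and 100% = cells with positive control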
Target sequence (Q8TDV0 whole entry, looked up): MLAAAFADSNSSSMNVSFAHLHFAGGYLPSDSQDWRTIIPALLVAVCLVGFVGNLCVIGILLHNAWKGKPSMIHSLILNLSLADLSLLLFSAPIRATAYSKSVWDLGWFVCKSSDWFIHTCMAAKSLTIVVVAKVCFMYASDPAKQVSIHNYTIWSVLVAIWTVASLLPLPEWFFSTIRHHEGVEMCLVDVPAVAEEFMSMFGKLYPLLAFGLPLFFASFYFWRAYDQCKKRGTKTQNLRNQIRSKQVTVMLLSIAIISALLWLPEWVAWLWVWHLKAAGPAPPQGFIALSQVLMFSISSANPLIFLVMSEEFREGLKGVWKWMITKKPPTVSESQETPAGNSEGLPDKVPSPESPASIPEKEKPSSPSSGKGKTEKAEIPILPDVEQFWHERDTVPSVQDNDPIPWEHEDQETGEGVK
MITF inh: blocks human microphthalmia-associated transcription factor. O75030. AlphaScreen MITF homodimerization, bead proximity signal. inhibition, % at 2.6 µM. 650,000 compounds, 0.91% hits; in the data active = inhibition above about 50%;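 note: 0% = vehicle wells with protein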
Target sequence (O75030 whole entry, looked up): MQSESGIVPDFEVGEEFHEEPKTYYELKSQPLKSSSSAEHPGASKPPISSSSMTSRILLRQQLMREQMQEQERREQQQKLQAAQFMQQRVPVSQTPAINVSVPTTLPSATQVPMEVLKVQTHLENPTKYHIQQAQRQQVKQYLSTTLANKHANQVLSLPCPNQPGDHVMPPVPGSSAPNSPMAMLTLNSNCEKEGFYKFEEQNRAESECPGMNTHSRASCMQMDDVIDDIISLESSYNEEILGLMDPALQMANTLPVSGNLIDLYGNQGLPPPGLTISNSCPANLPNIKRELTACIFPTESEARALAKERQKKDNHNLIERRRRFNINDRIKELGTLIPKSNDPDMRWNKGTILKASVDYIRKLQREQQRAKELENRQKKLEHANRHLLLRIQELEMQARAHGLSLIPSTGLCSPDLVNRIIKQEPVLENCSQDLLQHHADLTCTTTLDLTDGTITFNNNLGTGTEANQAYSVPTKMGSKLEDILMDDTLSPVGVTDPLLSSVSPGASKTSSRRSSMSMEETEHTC
TEAD-YAP inh: TEAD-YAP interaction inhibition. AID 1259422. 640,000 compounds, 1.4% hits. HEK-TIYL cells, TEAD-Gal4/YAP UAS-luciferase luminescence. inhibition, % at 9.12 µM; in the data active = inhibition above about 32%;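 note: 0% = median of test compound wells and 100% = reference inhibitor wells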
* marks the source's active call; other numbers are inactive results; & = joins results of further samples.

SMILES	FBW7 act	GPR151 ag	MITF inh	TEAD-YAP inh
CCCCn1c(C)c(C(=O)OCC)c2cc(OC(=O)c3ccc(F)cc3)c3ccccc3c21	-0.1	-0.8	5	1
Cc1ccc(-n2c(/C=C/c3ccco3)nc3ccc(I)cc3c2=O)cc1	0.0	3.4	10	4
O=c1[nH]c(O)c(C=Nc2ccccc2Oc2ccccc2)c(=O)[nH]1	-0.1	1.0	-4	-1
C[n+]1ccc(-c2cc[n+](C)cc2)cc1	-0.3	1.7	65*	6
O=c1cccc2n1CC1CC2CN(c2nc(N3CCOCC3)nc(N3CCOCC3)n2)C1 (stereo not given)	-0.1	-1.2	1	1
O=[N+]([O-])c1ccc(C2NCc3ccc4c(c3-n3cccc32)OCO4)cc1 (stereo not given)	-0.1	0.3	8	6
CCCCOC(=O)COc1cc(C)cc2oc(=O)c3c(c12)CCCC3	0.6	-0.8	15	3
O=C1NC(=O)N(Cc2ccccc2)C(=O)/C1=C\C=C\c1ccco1	-0.9	0.6	18	2
Cc1cccc(CC(=O)N2CCN(Cc3nc4ccccc4[nH]3)CC2)c1	-0.7	1.2	55*	7
N/C(=N\[N+](=O)[O-])N1CCN(S(=O)(=O)c2ccc([N+](=O)[O-])cc2)CC1	-0.1	-1.0	13	4
COc1ccc(CC(=O)N2CCN(Cc3ccc4c(c3)OCO4)CC2)cc1	0.1	0.6	-1	1
CN1CCC2(CC1)C(C#N)=C(O)NC(=O)C2C#N (stereo not given)	0.2	-1.2	10	5
CCN(CC)CCc1c(C)[nH]c(C=O)c1C	0.2	-1.9	-15	-4
CC12CN3CC(C)(C1=O)C(=O)C(C)(C3)C2=O	-0.1	-0.7	11	12
CC(C)c1ccc(OCC(=O)Nc2ccc(Cl)cc2C(=O)c2ccccc2)cc1	-0.1	-1.4	-16	3
O=c1[nH]c2c(c(=O)n1C1CCCCC1)CCC2	-0.1	0.2	6	1
NC(Cc1cc(O)c(O)cc1O)C(=O)O (stereo not given)	-0.4	0.1	62*	-7
CC(C)(C)C1CCC(N2CC3CC(C2)c2cccc(=O)n2C3)CC1 (stereo not given)	-0.1	1.0	1	-4
Cc1cc(I)ccc1NC(=O)C(Cl)(Cl)Cl	0.2	-0.3	-3	6
COc1ccc(N2C(=O)NC(=O)C(Cc3ccc(O)c(OC)c3)C2=O)cc1 (stereo not given)	-0.2	1.2	-2	0
COc1ccc(/C=C/c2nc3ccc(I)cc3c(=O)n2-c2ccccc2)cc1	0.0	0.4	4	-3
O=C1CC(c2cccc(Br)c2)c2c(c3ccccc3oc2=O)O1 (stereo not given)	0.1	-0.5	11	0
C=CCOc1ccccc1CN1CCN(CC(C)C)C(CCO)C1 (stereo not given)	-0.1	0.4	5	7
Cc1c2oc3c(C)ccc(C(=O)N[C@@H]4C(=O)N[C@H](C(C)C)C(=O)N5CCC[C@H]5C(=O)N(C)CC(=O)N(C)[C@@H](C(C)C)C(=O)O[C@@H]4C)c3nc-2c(C(=O)N[C@@H]2C(=O)N[C@H](C(C)C)C(=O)N3CC(=O)C[C@H]3C(=O)N(C)CC(=O)N(C)[C@@H](C(C)C)C(=O)O[C@@H]2C)c(N)c1=O	0.0	-1.3	4	95*
Cc1ccc(C(=O)N2c3ccc(C)cc3C3CN(C)CCC32)cc1 (stereo not given)	-0.3	0.7	-2	6
CCCC1(c2ccccc2)C(=O)NC(=O)NC1=O	0.1	0.0	11	3
Cc1ccc(-n2c(/C=C/c3ccccc3)nc3ccccc3c2=O)c([N+](=O)[O-])c1	0.0	1.3	9	22
CC(=O)NBr	0.2	-1.1	5	1
COc1cc(/C=C/c2nc3ccccc3c(=O)n2-c2ccc(C)cc2)cc(Br)c1O	0.1	0.0	8	7
Nc1ccccc1-n1c(=S)[nH]c2ccc(Br)cc2c1=O	0.0	-1.3	13	4
CN(C(=O)Oc1ccnc2cc(Cl)ccc12)c1ccccc1	0.1	-1.5	3	-5
O=c1c2ccccc2nc(/C=C/c2ccc([N+](=O)[O-])cc2)n1-c1ccccc1F	0.0	-0.5	14	4
O=S(=O)(c1ccc(NC2CN3CCC2CC3)nc1)N1CCCC1 (stereo not given)	-0.2	1.0	-4	1
COc1ccc(CN2CCN(c3ccccc3Cl)CC2)cc1O	-0.1	-1.2	27	-8
O=C(c1ccccc1Cl)c1cc(Br)ccc1NC(=O)c1cccc2ccccc12	0.1	-1.3	8	10
Cc1ccc(-c2nc(C#N)c(N(C)C3CCN(C)CC3)o2)cc1	0.3	0.3	18	-35
Cc1nc2c3ccccc3[nH][n+]2c(C)c1C	-0.1	0.8	6	-1
Cc1ccnc(-n2c(-c3ccco3)nc3ccccc3c2=O)c1	0.1	-1.5	1	0
COc1ccccc1/C=C1/C(=O)C2CCN1CC2	0.8	0.4	16	-5
CC(=O)Nc1n[n+]2c(C)cc(C)nc2c2ccccc12	0.1	1.7	-5	1

Some of these compounds in order of SMILES length, rising:
SMILES	FBW7 act	GPR151 ag	MITF inh	TEAD-YAP inh
COc1ccccc1/C=C1/C(=O)C2CCN1CC2	0.8	0.4	16	-5
C=CCOc1ccccc1CN1CCN(CC(C)C)C(CCO)C1 (stereo not given)	-0.1	0.4	5	7
CC(=O)Nc1n[n+]2c(C)cc(C)nc2c2ccccc12	0.1	1.7	-5	1
O=C1CC(c2cccc(Br)c2)c2c(c3ccccc3oc2=O)O1 (stereo not given)	0.1	-0.5	11	0
Cc1ccc(-n2c(/C=C/c3ccco3)nc3ccc(I)cc3c2=O)cc1	0.0	3.4	10	4

More results follow:
SMILES	FBW7 act	GPR151 ag	MITF inh	TEAD-YAP inh
O=C(/C=C/c1ccccc1)Nc1ccc(Br)cc1C(=O)c1ccccc1Cl	-0.1	0.4	5	12
C#CCN[C@H](C)Cc1ccccc1	0.0	0.3	-16	-11
COc1cccc2sc(N(CCN(C)C)C(=O)Cc3ccccc3)nc12	0.1	-0.6	10	6
CN1C(=O)NC(=O)/C(=C/c2cnc(N(C)C)nc2)C1=O	0.5	0.4	2	5
CC(C)(C)c1ccc(OP(Oc2ccc(C(C)(C)C)cc2C(C)(C)C)Oc2ccc(C(C)(C)C)cc2C(C)(C)C)c(C(C)(C)C)c1	0.0	0.0	4	9
O=C(CSCc1ccccc1)N1CC2CC(C1)c1cccc(=O)n1C2 (stereo not given)	-0.1	0.2	9	-3
O=P(Nc1cccnc1)(Oc1ccccc1F)Oc1ccccc1F	-0.4	1.4	10	-1
O=c1[nH]c(=O)n(-c2ccccc2)c(O)c1C=NC12CN3CN(CN(C3)C1)C2	-0.1	0.6	5	-15
O=S1(=O)c2ccccc2-c2ccccc21	0.5	-1.7	4	-2
c1ccc(CCn2nnnc2CN2CCC(n3nnc4ccccc43)CC2)cc1	0.3	-1.2	8	7
O=C(Nc1ccc(S(=O)(=O)N2CC3CC(C2)c2cccc(=O)n2C3)cc1)C1CCCC1 (stereo not given)	0.0	-0.2	-5	-1
COc1cccc(-n2c(Cc3ccccc3)nc3ccccc3c2=O)c1	-0.1	-1.8	-15	-14
N#CC1=C(N)Oc2c(c(=O)oc3ccccc23)C1c1ccccc1[N+](=O)[O-] (stereo not given)	0.0	1.7	7	6
CC1=C2[C@H]3OC(=O)[C@@H](C)[C@@H]3CC[C@@]2(C)C=CC1=O	0.0&0.2	1.8&0.1	7&13	-2&-15
Cc1cc(F)ccc1NC1=NCCS1	-0.2	0.5	-13	-7
COc1ccc(OC)c(CN2CCN(c3ccc(F)cc3)CC2)c1	-0.1	-1.2	31	-4
O=C1NC(=O)C(=Cc2ccc(-c3cc([N+](=O)[O-])ccc3O)o2)C(=O)N1	0.2	-0.7	13	14
CN1CCc2nc3c(c(N)c2C1)CCCCN3C	-0.2	0.6	36	-5
CN(N=O)c1cc(O)ccc1O	-0.3	1.5	78*	7
Cc1ccsc1C(=O)C1CCCN(C)C1 (stereo not given)	0.1	-0.5	-7	-20

Single records, as listed above. Order of screens: FBW7 act, GPR151 ag, MITF inh, TEAD-YAP inh
O=C(CSCc1ccccc1)N1CC2CC(C1)c1cccc(=O)n1C2 (stereo not given) is listed as -0.1, 0.2, 9, -3
COc1cccc2sc(N(CCN(C)C)C(=O)Cc3ccccc3)nc12 is listed as 0.1, -0.6, 10, 6
CN(N=O)c1cc(O)ccc1O is listed as -0.3, 1.5, 78*, 7
CN1CCc2nc3c(c(N)c2C1)CCCCN3C is listed as -0.2, 0.6, 36, -5

(cont.)
SMILES	FBW7 act	GPR151 ag	MITF inh	TEAD-YAP inh
O=c1[nH]c(=O)n(Cc2ccc(F)cc2)c(O)c1C=Nc1ccc(Cl)cc1	0.1&0.2	0.6&1.3	9&-3	4&7
CCOc1ccc(NC(=O)c2c(O)c3c(n(Cc4ccco4)c2=O)CCCC3)cc1	0.0	0.4	-13	-2
O=c1c2ccccc2nc(-c2cccs2)n1-c1ccccn1	0.2	-0.7	-12	-14
COc1ccccc1OC(=O)c1ccc(C)c(S(=O)(=O)N2CCOCC2)c1	-0.2	-1.0	-17	3
O=C(NCCCOc1ccc(CN2CC=C(c3ccccc3)CC2)cc1)C1CCCO1 (stereo not given)	-0.1	1.4	-2	3
O=c1c2ccccc2nc(/C=C/c2ccccc2)n1-c1ccc(Cl)cc1	0.1	4.9*	-19	12
CCN(CC)C(=O)c1ccc(N2C(=O)CC(N(CC)CC)C2=O)cc1 (stereo not given)	0.3	-0.7	1	4
COc1ccc(C(=O)CNC23CC4CC(CC(C4)C2)C3)cc1	-0.1	1.9	-8	-5
CC(C)=CC1(C)N2CC3(C)CN1CC(C)(C2)C3=O (stereo not given)	0.4	-0.7	-6	-5
CC1=CCCC2C1(C)CCC(C)C2(C)CC/C(C)=C/C[n+]1cn(C)c2c(N)ncnc21 (stereo not given)	0.1	0.5	24	2
CC(=O)c1cccc(NC(=O)N(Cc2ccco2)C2CCN(Cc3ccncc3)CC2)c1	-0.2	0.6	-1	-8
COC(=O)CN1C(=O)C2(C(C#N)=C(N)OC(C)=C2C(=O)OC(C)(C)C)c2ccccc21 (stereo not given)	0.3	-0.1	6	-1
NC(Cn1ccc(=O)[nH]c1=O)C(=O)O (stereo not given)	0.0	-0.8	18	-3
COc1cc(CNCCc2cccc(F)c2)cc(OC)c1	-0.1	2.7	45	8
COc1ccc(CCNC2C3CC4CC(C3)CC2C4)cc1 (stereo not given)	0.0	0.6	0	9
COc1ccc(C2(CCNCc3ccc(Cl)cc3)CCOC(C)(C)C2)cc1 (stereo not given)	0.0	1.5	20	-3
COc1ccc(CN2CCN(C)CC2)cc1C	-0.1	-1.2	-6	1
CCCC12CN3CC(CCC)(CN(C1)C3c1cccnc1)C2=O (stereo not given)	-0.1	1.7	9	18
Cc1cc(OCC(=O)O)c2c3c(c(=O)oc2c1)CCCC3	0.1	-1.5	9	5
CCOc1ccc(-n2c(-c3cccnc3)nc3ccccc3c2=O)cc1	0.0	3.5	-20	10

Reformatted with values under each structure: part of the list above.
Values in the order – FBW7 act | GPR151 ag | MITF inh | TEAD-YAP inh
C[n+]1ccc(-c2cc[n+](C)cc2)cc1
  -0.3 | 1.7 | 65* | 6
CN1CCc2nc3c(c(N)c2C1)CCCCN3C
  -0.2 | 0.6 | 36 | -5
COc1ccccc1OC(=O)c1ccc(C)c(S(=O)(=O)N2CCOCC2)c1
  -0.2 | -1.0 | -17 | 3

New compounds follow:
SMILES	FBW7 act	GPR151 ag	MITF inh	TEAD-YAP inh
Cc1noc2ncnc(N3CCN(C)CC3)c12	-0.2	-1.4	15	-4
c1ccc(COc2ccc(CC3CC4CCN3CC4)cc2)cc1 (stereo not given)	-0.1	-3.2	-2	-7
COCCn1nnnc1C(c1ccc(F)cc1)N1CC=C(c2ccc(F)cc2)CC1 (stereo not given)	0.5	0.3	38	-19
CC(C)(C)NCC(O)c1cc(Cl)c(N)c(Cl)c1 (stereo not given)	0.1&0.1&-0.1	0.2&-1.1&0.6	-6&4&-6	-8&3
COc1ccccc1CN1CCN(Cc2ccccc2F)CC1	0.8	-0.3	46	-4
CCOC(=O)C1C2NC(=S)N(CCOC)C1(C)Oc1c(OCC)cccc12 (stereo not given)	0.1	0.8	1	1
COCC1=C(C(=O)OC)C2(C(=O)N(C(C)=O)c3ccccc32)C(C#N)=C(N)O1 (stereo not given)	0.0	0.1	13	9
CCOC(=O)C1=C(C)OC(N)=C(C#N)C12C(=O)N(CC(=O)OC)c1ccccc12 (stereo not given)	0.0	1.2	-3	-6
CC1(C(=O)O)CCC[C@]2(C)c3cc(O)ccc3CC[C@@H]12 (stereo not given in full)	-0.1	0.8	6	5
CC(C)[C@@H]1NC(=O)[C@H](C)OC(=O)[C@@H](C(C)C)NC(=O)[C@@H](C(C)C)OC(=O)[C@H](C(C)C)NC(=O)[C@H](C)OC(=O)[C@@H](C(C)C)NC(=O)[C@@H](C(C)C)OC(=O)[C@H](C(C)C)NC(=O)[C@H](C)OC(=O)[C@@H](C(C)C)NC(=O)[C@@H](C(C)C)OC1=O	0.4	2.0	2	96*
CSc1ccc(C2C(C#N)=C(N)Oc3c2c(=O)oc2ccccc32)cc1 (stereo not given)	-0.1	0.2	-7	3
C=CCOC(=O)C1C2NC(=S)NC1(C)Oc1c(OCC)cccc12 (stereo not given)	-0.2	1.0	2	7
Cc1c(C=O)cnn1Cc1ccccc1	0.2	0.5	9	-15
O=C(c1ccccc1)c1cc(Cl)ccc1NC(=O)c1ccccc1[N+](=O)[O-]	-0.1	-0.5	12	-6
Cc1cc(C)c(C2=NNC(O)(C(F)(F)F)C2)c(=O)[nH]1 (stereo not given)	0.0	-0.6	15	-7
COc1ccc(N2CCN(Cc3ccc(N(C)C)cc3)CC2)cc1	-0.7	-0.6	71*	2
CN1C(=O)NC(=O)/C(=C/c2ccc(I)o2)C1=O	-0.5	0.5	63*	6
COCC(=O)Oc1ccc(/C=C/[N+](=O)[O-])cc1OC	-0.1	-1.2	-1	1

A portion of the library; count on the stated rates, not on these rows.
